Assay outcomes: PubChem BioAssay, several laboratories
Fam108B inh = blocks mouse Fam108B hydrolase in RBBP9 counter-screen | recombinant Fam108B, FP-Rh probe fluorescence polarization | inhibition, % at 9.51 µM | 0.33% of 300,000 active;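 active means inhibition above the screen mean inhibition plus 3 SD, computed separately per campaign, cut at about 18% in these data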;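 further: inhibitors lower polarization as less probe binds the enzyme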
pPAFAH inh = inhibitors of human plasma PAF acetylhydrolase (pPAFAH) | Q13093 | recombinant pPAFAH, FP-rhodamine probe fluorescence polarization | inhibition, % at 3.39 µM | 1.5% of 330,000 active;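 active means inhibition above the mean inhibition across the screen plus 3 SD, cut at about 25% in these data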;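 further: inhibitors block binding of the rhodamine activity-based probe so polarization drops; 0% = enzyme with DMSO and 100% = wells lacking pPAFAH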
Target sequence (Q13093 whole entry, looked up): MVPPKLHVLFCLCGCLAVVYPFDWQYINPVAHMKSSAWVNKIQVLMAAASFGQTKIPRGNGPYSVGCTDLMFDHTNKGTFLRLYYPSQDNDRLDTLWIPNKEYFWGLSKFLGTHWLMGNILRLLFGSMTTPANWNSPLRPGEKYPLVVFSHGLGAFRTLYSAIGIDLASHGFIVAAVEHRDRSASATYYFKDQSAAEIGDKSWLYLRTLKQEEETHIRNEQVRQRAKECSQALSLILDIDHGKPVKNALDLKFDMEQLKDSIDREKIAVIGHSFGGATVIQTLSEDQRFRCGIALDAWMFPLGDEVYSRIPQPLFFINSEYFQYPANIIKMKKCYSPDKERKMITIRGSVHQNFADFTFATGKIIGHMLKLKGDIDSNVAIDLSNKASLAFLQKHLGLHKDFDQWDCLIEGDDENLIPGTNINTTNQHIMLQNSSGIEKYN
Bcl-xL primary = Bcl-xL (human) inhibition | Q07817 | GST-Bcl-xL / FITC-Bim BH3 peptide fluorescence polarization | inhibition, % at 10.9 µM | 0.7% of 320,000 active;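 active means inhibition above the mean of all tested compounds plus 3 SD, cutoff set per campaign, cut at about 30% in these data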;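 further: 0% = DMSO wells and 100% = unlabeled Bim-BH3 peptide competitor; inhibitors lower millipolarization by displacing the labeled peptide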
PME-1 inh = blocks human protein phosphatase methylesterase 1 | 0.53% of 320,000 active | AID 2130 | recombinant PME-1, FP-Rh probe fluorescence polarization | inhibition, % at 5.9 µM | Q9Y570;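 active means inhibition above the campaign mean of all compounds plus 3 SD, cut at about 26% in these data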;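 further: competitive labeling of PME-1 active site by serine hydrolase directed probe; 0% = PME-1 with DMSO and 100% = wells lacking PME-1 enzyme; inhibitors block probe labeling so polarization falls and inhibition rises; many of its hits are not listed in these tables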
Target sequence (Q9Y570 whole entry, looked up): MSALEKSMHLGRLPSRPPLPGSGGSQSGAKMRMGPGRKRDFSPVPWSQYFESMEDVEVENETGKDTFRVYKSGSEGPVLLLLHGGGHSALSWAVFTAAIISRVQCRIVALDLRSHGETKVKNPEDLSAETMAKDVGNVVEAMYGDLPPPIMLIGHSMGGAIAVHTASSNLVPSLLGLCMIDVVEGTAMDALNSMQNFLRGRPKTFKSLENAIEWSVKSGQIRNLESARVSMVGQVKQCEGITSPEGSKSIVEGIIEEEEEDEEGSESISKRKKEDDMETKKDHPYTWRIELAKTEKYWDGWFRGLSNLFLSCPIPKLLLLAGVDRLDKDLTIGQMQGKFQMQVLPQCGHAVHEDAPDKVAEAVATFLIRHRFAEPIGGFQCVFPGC
AHR activator = activates the human aryl hydrocarbon receptor. P35869. AHR-responsive luciferase reporter cells, luminescence. activation, % at 5 µM. 2.5% of 320,000 active. AID 2796; in the data active means activation above about 47%;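 further: 0% = vehicle wells and 100% = reference agonist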
MEX-5 binding = C. elegans MEX-5 TCR-2 RNA binding activity; 0.38% of 300,000 active; Q9XUB2; AID 1832; activity score (negative = inhibition of binding), % at 10 µM; MEX-5/FITC-TCR2 RNA binding, fluorescence polarization; stronger effect = lower value;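 active means inhibition past about -25% in most replicates, and total fluorescence under double the plate's negative control median, limit read from the data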;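 further: 0% = DMSO and -100% = 5 µM competing unlabeled TCR2 RNA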
GLD-1 RNA inh = GLD-1-TGE RNA interaction inhibition (C. elegans); 0.44% of 320,000 active; Q17339; purified GLD-1 + fluorescein TGE RNA, fluorescence polarization; inhibition, % at 5.96 µM; AID 2280;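 active means percent inhibition above a per-plate cutoff, the plate mean of test compounds plus 3 SD, cut at about 30% in these data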;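 further: 0% = DMSO wells with GLD-1 and probe and 100% = wells lacking GLD-1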
PAFAH1B2 FP inh = blocks human PAF acetylhydrolase 1b catalytic subunit 2. P68402. recombinant PAFAH1B2, FP-rhodamine activity probe, fluorescence polarization. inhibition, % at 3.39 µM. 1.2% of 340,000 active;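 active means inhibition above the mean of all tested compounds plus 3 SD, cut at about 24% in these data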;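 further: 0% = enzyme with DMSO and 100% = wells lacking PAFAH1B2; many of its hits are not listed in these tables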
Target sequence (P68402 whole entry, looked up): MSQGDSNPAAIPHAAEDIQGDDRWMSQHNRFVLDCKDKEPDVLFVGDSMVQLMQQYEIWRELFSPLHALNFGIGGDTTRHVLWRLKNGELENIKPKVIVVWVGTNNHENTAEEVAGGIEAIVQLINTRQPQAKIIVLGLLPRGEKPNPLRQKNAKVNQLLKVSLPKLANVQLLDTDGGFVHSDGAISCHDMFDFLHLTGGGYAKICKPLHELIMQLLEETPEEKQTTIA
MCL1 BIM primary = inhibitors of human MCL1 binding to BIM-BH3 peptide. Q07820. GST-MCL1 / FITC-Bim-BH3 fluorescence polarization. inhibition, % at 10.9 µM. 0.68% of 320,000 active. AID 2057;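 active means inhibition above the mean inhibition of all tested compounds plus 3 SD, set per campaign, cut at about 40% in these data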;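 further: 0% = DMSO wells and 100% = unlabeled Bim-BH3 peptide control; higher means more loss of mP so more displacement of Bim peptide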
* = called active by the depositor; . = no result given. The list is partial; count on the stated rates, not on these rows.

SMILES	Fam108B inh	pPAFAH inh	Bcl-xL primary	PME-1 inh	AHR activator	MEX-5 binding	GLD-1 RNA inh	PAFAH1B2 FP inh	MCL1 BIM primary
NC(=O)C1CCN(Cc2cccc(OCc3ccccc3)c2)CC1	0	-3	6	-5	1	1.2	-4	-4	7
O=c1c2ccccc2sn1-c1cc(S(=O)(=O)N2CCOCC2)ccc1N1CCOCC1	-3	5	-5	-6	7	-6.1	3	10	13
C/C(=N\NC(=O)c1ccoc1C)c1ccc(Br)s1	0	1	6	0	-2	-1.6	6	7	2
CN1C(=O)Cc2cc(S(=O)(=O)N3CCN(c4ccc(Cl)cc4)CC3)ccc21	0	7	-3	-8	-2	9.1	-3	3	-15
Cc1ccc(C)c(OCC(=O)NNC(=O)C2CC2)c1	1	0	1	0	1	-2.3	-2	-2	4
Cc1ccc(/C=c2\sc3nc(-c4ccco4)nn3c2=O)o1	-3	20	25	-2	13	-9.5	-2	5	58*
COc1ccc(-c2csc(NC(=O)c3ccccc3F)c2C(=O)O)cc1	-5	8	12	3	-5	1.6	5	7	-1
Cc1ccnc(SCc2ccc([N+](=O)[O-])cc2)n1	3	3	4	2	-2	1.8	-3	1	-1
CC(c1ccccc1)N1CC(C(=O)NC2CCCC2)CC1=O (configuration not stated)	0	2	3	3	-1	3.7	4	0	-1
COc1cc2nc(SCC(N)=O)n(CCC3=CCCCC3)c(=O)c2cc1OC	-3	4	3	2	0	0.0	4	0	4
CN(Cc1ccc(F)cc1)C(=O)c1cccc(S(=O)(=O)N2CCN(Cc3ccccc3)CC2)c1	-2	0	3	1	1	-1.4	-4	3	5
OCC[C@H]1C[C@@H](O)[C@H](O)[C@@]2(CCc3ccccc3CO2)O1	1	1	4	-1	0	.	5	0	9
CCOC(=O)CC1C(=O)NCCN1C1CCCC1 (configuration not stated)	1	-2	5	-4	1	-2.1	6	2	6
N#Cc1ccc(CSCC(=O)O)cc1	0	-3	6	0	-1	-0.4	0	1	4
CC(C)(C)C(=O)N1CCN(c2ncnc3scc(-c4ccccc4)c23)CC1	-2	5	-3	1	0	0.3	-3	1	-6
CCCCNC(=O)C1COc2ccccc2O1 (configuration not stated)	6	-1	4	7	1	-0.6	4	5	3
Cc1noc(C)c1NC(=O)Nc1cccc2c1O[C@H](CN(C)S(=O)(=O)c1cn(C)cn1)[C@@H](C)CN([C@H](C)CO)C2=O	.	-4	.	.	1	.	-1	0	.
COc1ccc(N(CC(=O)NCCSc2ccccn2)S(=O)(=O)c2ccccc2)c(OC)c1	1	1	2	-9	5	1.5	1	-2	6
Nc1ncc(-c2ccccc2)c(-c2ccc(O)cc2O)n1	-1	2	50*	10	19	-0.3	43*	7	51*
OCCC1CN(Cc2nc(-c3ccc(F)cc3)cs2)CCN1CCc1ccccc1 (configuration not stated)	-2	4	2	1	1	2.6	0	3	4
CCOc1ccccc1N(C(=O)c1snc(C(N)=O)c1N)C(C(=O)NC1CCCC1)c1ccco1 (configuration not stated)	-1	-5	7	2	4	0.4	7	0	9
Cc1ccccc1NC(=O)c1ccc2c(c1)C(=O)N(CC(C)C)C2=O	-1	0	-7	0	1	-1.9	4	5	-18
O=C(COC(=O)C1CCC1)NCc1ccc(Cl)cc1Cl	4	5	0	0	2	-1.8	-4	4	-7
CN(C)CCN1C(=O)C(=O)/C(=C(/O)c2ccc3c(c2)OCCO3)C1c1ccccn1 (configuration not stated)	5	0	7	0	0	-1.1	3	6	2
CC(=O)c1ccc(Oc2ncnc3sccc23)cc1	-2	4	3	-3	-2	2.8	-1	1	-4

The results go on.
SMILES	Fam108B inh	pPAFAH inh	Bcl-xL primary	PME-1 inh	AHR activator	MEX-5 binding	GLD-1 RNA inh	PAFAH1B2 FP inh	MCL1 BIM primary
COc1ccc(N(CC(=O)NC2CCCC2)C(=O)Cn2nnc(-c3ccc(C)cc3)n2)cc1	-1	1	4	3	0	-3.0	-3	3	4
CCCCN1C(Nc2ccccc2)=NC[C@@H]1Cc1ccccc1	1	-1	5	4	2	.	-3	1	5
CCc1nc(CN2CCCC(C(=O)c3ccc4c5c(cccc35)CC4)C2)c(C)[nH]1 (configuration not stated)	0	0	0	10	4	3.9	3	-1	14
CCOc1ccc(C(=S)N2CCN(C)CC2)cc1	3	3	8	2	1	-0.5	3	0	6
OC(COCC(F)(F)C(F)(F)C(F)(F)C(F)F)Cn1c2ccc(Cl)cc2c2cc(Cl)ccc21 (configuration not stated)	-38	-8	8	-55	0	-0.2	4	-27	0
O=C(NCc1cccnc1)c1ccc(Br)s1	-2	0	5	-7	5	-1.4	1	5	3
Cc1cc(NC(=NC2CC2)c2ccccc2)n(-c2ccccc2)n1	6	3	1	0	5	-1.2	3	0	3
COc1ccc(Br)cc1CNCC1CCCO1 (configuration not stated)	1	3	11	-3	-1	1.4	6	4	-2
Cc1cc(C(=O)COC(=O)Cc2ccc(Cl)cc2)c(C)n1C	.	13	.	.	-1	.	-4	7	.
Cc1c(C(Nc2ccccn2)c2ccccc2)c(=O)n(-c2ccccc2)n1C (configuration not stated)	6	6	6	-1	4	1.8	1	0	14
CCOc1ccc(NC(=O)CN(C)C(=O)c2c(C)nn(-c3ccccc3)c2Cl)cc1OCC	-2	3	-2	-5	7	0.1	4	4	-9
COc1ccc(C(=O)N2CCN(c3ccccc3OC)CC2)cc1	1	0	-2	-3	2	-1.0	0	5	-2
COc1cccc(-c2ccc(SCC(=O)NC3CCCC3)nn2)c1	0	0	0	-4	2	-0.5	3	9	0
Cn1c2ccccc2c2c(C(=O)O)cn(C3CCCC3)c(=O)c21	-1	-2	3	-6	41	2.2	4	4	0
CSc1nc(C)cc(Oc2ccc(=O)n(C)n2)n1	1	-3	0	3	1	-0.5	6	-3	3
COc1ccc(O)c(/C=N/NC(=O)c2cc(=O)[nH]c3ccccc23)c1	2	6	0	0	4	-3.4	-1	3	-4
Cn1ccnc1SCC(=O)NCC(=O)Nc1ccc(F)c(F)c1F	.	2	.	.	1	.	2	8	.
COc1ccc(NC(=O)CC2C(=O)N(c3ccc(Cl)cc3)C(=S)N2CCc2ccccn2)cc1 (configuration not stated)	1	1	3	-2	12	4.6	8	0	7
COc1c(C)cccc1C(=O)Nc1ccc(CN2CCCCC2)cc1	0	4	-1	-11	8	-0.9	7	2	-1
S=c1[nH]nc(C2CCCCC2)n1/N=C/C(Cl)=C\c1ccccc1	1	7	-20	-5	-3	1.3	4	0	-27
Cc1ccccc1Cn1c(NC2CCCC2)nc2c1c(=O)[nH]c(=O)n2C	2	33*	4	3	1	2.6	3	2	1
CCOc1ccc(N2C(=O)/C(=C\c3ccc(O)c(OC)c3)S(=O)(=O)C2c2cccc([N+](=O)[O-])c2)cc1 (configuration not stated)	5	-6	0	-6	1	-2.6	2	13	1
CCn1c2ccccc2c2cc(N=C3SC(CC(=O)Nc4ccccc4)C(=O)N3C)ccc21 (configuration not stated)	-4	2	8	-2	5	-0.1	1	6	7
Cc1nn(-c2ccccc2)c(N)c1C(c1ccc(C(C)C)cc1)c1c(C)nn(-c2ccccc2)c1N	1	4	2	7	13	3.3	-2	-1	-11
CCOC(=O)c1c(C)n(C)c2ccc(OC)c(NS(=O)(=O)c3ccc(Cl)s3)c12	0	5	1	-2	13	0.2	8	1	1

Complete entries, quoted from the list.
Record of CCc1nc(CN2CCCC(C(=O)c3ccc4c5c(cccc35)CC4)C2)c(C)[nH]1 (configuration not stated) → Fam108B inh = 0; pPAFAH inh = 0; Bcl-xL primary = 0; PME-1 inh = 10; AHR activator = 4; MEX-5 binding = 3.9; GLD-1 RNA inh = 3; PAFAH1B2 FP inh = -1; MCL1 BIM primary = 14
Record of COc1ccc(Br)cc1CNCC1CCCO1 (configuration not stated) → Fam108B inh = 1; pPAFAH inh = 3; Bcl-xL primary = 11; PME-1 inh = -3; AHR activator = -1; MEX-5 binding = 1.4; GLD-1 RNA inh = 6; PAFAH1B2 FP inh = 4; MCL1 BIM primary = -2

(listing goes on)
SMILES	Fam108B inh	pPAFAH inh	Bcl-xL primary	PME-1 inh	AHR activator	MEX-5 binding	GLD-1 RNA inh	PAFAH1B2 FP inh	MCL1 BIM primary
O=S(=O)(c1cccc(-c2n[nH]c(=S)n2-c2cccc(C(F)(F)F)c2)c1)N1CCOCC1	.	-3	.	.	4	.	-1	0	.
COc1ccc(C(=O)NCC(c2ccco2)N2CCc3ccccc3C2)cc1 (configuration not stated)	2	3	3	-2	7	0.7	-7	2	0
CCO[C@@H]1OC(C(=O)N2CCN(Cc3ccccc3)CC2)=C[C@H](c2ccc(C(F)(F)F)cc2)[C@H]1CCCO	6	-2	-1	-6	4	4.4	5	-8	0
CCCCCn1c2c(c(=N)c3ccccc31)CCC2	0	-1	-14	1	1	-1.8	-2	1	-13
CC(C)(C)NC(=O)C(c1ccco1)N(C(=O)c1ccc(CN2CCOCC2)o1)c1ccccc1 (configuration not stated)	1	5	2	5	-2	1.7	-1	-1	8
Cc1scc(C(=O)N/N=C/c2ccc(OCC(C)C)cc2)c1C	1	-4	3	-13	15	2.4	3	0	5
O=c1c2ccccc2ncn1Cc1ccc(Cl)cc1	0	1	6	0	3	-2.7	-1	-3	-2
Cc1ccc(NC(=O)Nc2ccc3c(c2)OCO3)c(Br)c1	-3	-10	8	-7	20	-4.2	-10	-2	3
CN(C)CCN(Cc1ccco1)S(=O)(=O)c1csc(C(N)=O)c1	-1	5	13	2	5	-1.3	4	-2	7
O=C(/C=C/Nc1ccccc1)C(F)(F)F	-4	4	-6	3	0	1.2	-5	0	-8
CC(C)Oc1ccc(CNC(=O)c2ccc3nc(N4CCOCC4)sc3c2)cc1	1	-6	2	0	-3	2.6	-1	-2	0
COc1cc(S(=O)(=O)n2nnc3ccccc32)c(OC)cc1Cl	-4	1	3	19	-1	-1.0	2	0	1
COc1ccc2nc(-c3ccc(Cl)cc3)cc(C(=O)O)c2c1	-3	-8	11	1	5	-0.8	0	6	8
CCOc1ccc(N(C(=O)c2ccc(S(=O)(=O)N3CCCC3)cc2)C2C=CS(=O)(=O)C2)cc1 (configuration not stated)	4	1	9	6	-1	1.0	-1	8	7
COc1cc2c(cc1OC)C(c1cc3cc4c(cc3[nH]c1=O)OCO4)N(C(=O)C1CC1)CC2 (configuration not stated)	11	0	4	1	1	1.1	5	-3	1
COc1ccc2nc(N/C(=N/S(=O)(=O)c3cccs3)c3ccccc3Cl)sc2c1	3	15	7	9	3	-0.6	6	4	6
COc1ccc(N2CCN(C(=O)NC3CCCCC3)CC2)cc1	7	-2	5	-4	6	2.4	-2	-2	-1
Cc1[nH]c2ccccc2c1C(=O)CN1CC(C)OC(C)C1 (configuration not stated)	0	-9	0	-3	7	0.4	0	.	-14
CCOC(=O)c1nc2cc3n(c(CC(C)C)c-2c1C)CC(C)=C3C	-6	3	9	-4	13	0.7	-2	4	-1
CN(CC(=O)Nc1c(Cl)cccc1Cl)C(=O)c1ccc2nc[nH]c2c1	2	11	11	-2	0	0.0	-1	0	16
O=C(Nc1ccc(N2CCCC2)c(Cl)c1)c1cccc(-c2cc3ccccc3oc2=O)c1	-3	1	5	16	19	2.0	8	6	7
O=C(CN1C(=O)COc2ccc(Cl)cc21)Nc1ccc(N2CCOCC2)cc1	2	7	4	4	11	2.6	2	3	4
O=C(CN1CCN(S(=O)(=O)N2CCCCCC2)CC1)Nc1ccc(Br)cc1	1	6	-3	5	1	0.4	-3	5	-1
CC1CCCC(C)N1C(=O)COC(=O)/C=C/c1ccco1 (configuration not stated)	.	-7	.	.	0	.	6	1	.
O=C(Nc1cccc2c1CCCC2)c1ccc(F)cc1	2	1	2	0	0	-0.3	0	4	-3
